# IL1B NFkB inh = inhibitors of IL-1B driven NFkB p65 nuclear import, primary screen, imaging, HUVEC, IL-1B stimulus, high-content imaging; HUVEC IL-1B NFkB p65 nuclear translocation imaging; 94,000 compounds, 0.43% hits; inhibition, % at 2 µM; AID 796, 2007;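 active means inhibition above about 30% together with a positive call from visual inspection of the well image, limit read from the data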;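 further: nuclear over cytoplasmic p65 intensity ratio measured by imaging; 0% = IL-1B stimulated DMSO wells and 100% = unstimulated DMSO wells; values of inactives mirror those of a sister screen read the other way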
# MRP resist rev = reversal of MRP1-mediated doxorubicin resistance, primary screen, H69AR cells, doxorubicin co-treatment; 85,000 compounds, 0.04% hits; differential viability (reversal), % at 10 µM; H69AR cells + 2 uM doxorubicin, CellTiter-Glo, 72 h;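 active means viability drop by adding the cancer drug above about 55%, with treated viability meeting a 40% cutoff, limit read from the data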;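 further: viability without doxorubicin minus viability with 2 µM doxorubicin for each compound; larger differential means the compound sensitizes cells more to doxorubicin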
# PLAP inhibitors HTS = PLAP enzyme inhibitors, biochemical, luminescence, HTS (AID 690); 96,000 compounds, 0.08% hits; purified PLAP, luminescent substrate; higher % means a stronger effect; inhibition, % at 20 µM; hits with a dose series show IC50 in µM; in the data active means a potency from the dose series; inactive means the rest, 99 in 100 with inhibition below about 30%; further: strong numbers were not always called active
# NFkB transloc pot = enhancers of NFkB p65 translocation in HUVEC – imaging, IL-1B stimulus, high-content imaging, primary screen; 94,000 compounds, 0.3% hits; activation, % at 2 µM; HUVEC IL-1B NFkB p65 nuclear translocation imaging;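 active means activation above 40%, about the mean plus 3 SD, also judged a hit on visual image review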;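 further: percent activation is computed from the nuclear over cytoplasmic p65 intensity ratio; values of inactives mirror those of a sister screen read the other way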
# Bcl-B TR3 displacers = displacers of TR3 peptide from Bcl-B, primary screen, selectivity assay for Bfl-1 inhibitor project, biochemical, fluorescence polarization; Bcl-2-like protein 10 (Homo sapiens); FP displacement of FITC-TR3 peptide from Bcl-B; higher % means a stronger effect; one-dose displacement, % at 20 µM; IC50 in µM for titrated hits; 96,000 compounds, 0.11% hits; AID 748, 2007;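 active means displacement above 50% at 20 µM plus a fluorescence interference ratio under 1.5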;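 further: plate controls were wells without compound for no effect and wells lacking Bcl-B protein for full effect; a part of the inactive calls stands beside numbers as strong as those of hits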
# MRP resist rev cytotoxicity = further read-out of MRP resist rev, marked with its call; viability, %; H69AR cells, CellTiter-Glo, 72 h; measured here: cytotoxicity without doxorubicin
# MRP resist rev with doxorubicin = also measured in MRP resist rev; calls as there; viability, %; measured here: viability with 2 uM doxorubicin; active compounds read low
# IL1B NFkB inh cell count 2 µM = recorded beside IL1B NFkB inh, whose call it bears; cell count; measured here: cells passing quality filter;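 raw number of nuclei counted in each imaged well without normalization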
# NFkB transloc pot cell count 2 µM = further read-out of NFkB transloc pot, marked with its call; cell count; measured here: cells passing quality filter
# Numbers without * were called inactive; · = no result given. An excerpt; the hit share may differ from the screen's.
SMILES,IL1B NFkB inh,IL1B NFkB inh cell count 2 µM,MRP resist rev,MRP resist rev cytotoxicity,MRP resist rev with doxorubicin,PLAP inhibitors HTS,NFkB transloc pot,NFkB transloc pot cell count 2 µM,Bcl-B TR3 displacers
CC(C)(C)c1csc(SCC(=O)Nc2ccc(Cl)cn2)n1,4,157,3,95,92,·,-4,157,·
Cc1nn(-c2ccccc2)c(OC(=O)c2cccs2)c1S(=O)(=O)c1ccccc1,0,121,·,·,·,1%,0,121,-10%
Cc1ccc(NC(=S)NN2CCOCC2)c(C)c1,·,·,-5,90,94,10%,·,·,-15%
COc1ccc2nc(NC(=O)c3cc(C)oc3C)sc2c1,7,98,-1,84,85,·,-7,98,·
COC(=O)/C=C/CSC1=N/C(=C/c2ccc(-n3cncn3)cc2)C(=O)N1,8,145,·,·,·,-16%,-9,145,-1%
COC(=O)Nc1sccc1C(=O)Nc1sccc1C(=O)OC,-7,148,-18,51,68,6%,7,148,-34%
CCOc1ccc(NS(=O)(=O)c2ccc(OCC(=O)NCCCOC)cc2)cc1,-15,152,·,·,·,-3%,15,152,0%
CCCCNS(=O)(=O)c1ccc2nc(SCC(=O)c3ccccc3OC)[nH]c2c1,-1,179,7,85,79,-120%,1,179,-3%
O=C(c1cccc2c1C(=O)N(Cc1cccnc1)C2)N1CCN(c2ccccc2)CC1,-7,115,-2,93,95,-24%,7,115,-5%
FC(F)(F)c1cccc(-c2noc(CN3CCOCC3)n2)c1,·,·,5,97,92,-3%,·,·,-15%

# 3 entries already listed, arranged by formula weight, falling:
SMILES,IL1B NFkB inh,IL1B NFkB inh cell count 2 µM,MRP resist rev,MRP resist rev cytotoxicity,MRP resist rev with doxorubicin,PLAP inhibitors HTS,NFkB transloc pot,NFkB transloc pot cell count 2 µM,Bcl-B TR3 displacers
CCOc1ccc(NS(=O)(=O)c2ccc(OCC(=O)NCCCOC)cc2)cc1,-15,152,·,·,·,-3%,15,152,0%
CC(C)(C)c1csc(SCC(=O)Nc2ccc(Cl)cn2)n1,4,157,3,95,92,·,-4,157,·
COC(=O)Nc1sccc1C(=O)Nc1sccc1C(=O)OC,-7,148,-18,51,68,6%,7,148,-34%

# Further structures follow:
SMILES,IL1B NFkB inh,IL1B NFkB inh cell count 2 µM,MRP resist rev,MRP resist rev cytotoxicity,MRP resist rev with doxorubicin,PLAP inhibitors HTS,NFkB transloc pot,NFkB transloc pot cell count 2 µM,Bcl-B TR3 displacers
Clc1ccccc1COc1ccccc1-c1nnco1,-36,162,8,91,83,-24%,36,162,-8%
CSc1ccc(NC(=O)N2CCN(c3nc4ccccc4s3)CC2)cc1,-6,155,10,86,76,3%,6,155,-5%
Cc1ccc2oc(=O)n(CC(=O)OC(C)C)c2c1,4,94,9,89,80,·,-4,94,·
O=C(N1CCOCC1)C(F)(F)C(=O)N1CCOCC1,-9,103,1,98,97,-7%,9,103,4%
N#CCCNC(=O)CCN1CCCCC1,-14,186,-1,93,94,24%,14,186,45%
N#Cc1c(SCC(N)=O)nsc1SCc1ccccc1Cl,·,·,-7,92,99,22%,·,·,4%
O=C(OCc1cn(-c2ccc(Cl)c(Cl)c2)nn1)c1ccccc1,-1,187,·,·,·,-12%,1,187,9%
O=C(COC(=O)COc1ccccc1[N+](=O)[O-])Nc1ccc(S(=O)(=O)N2CCCCC2)cc1,-6,164,·,·,·,-18%,6,164,12%
CC(=O)C1C(c2ccccc2Cl)NC(=O)NC1(O)C(F)(F)F (stereo not given),0,161,1,100,99,6%,0,161,-2%
Cc1c(Cl)cccc1-n1c(SCC(=O)NCc2ccccc2Cl)nnc1-c1ccncc1,10,183,-18,21,39,-35%,-10,183,-11%
CN(C(=O)CSc1nnc(-c2ccco2)o1)C1CCCCC1,-18,170,29,107,78,-20%,18,170,1%
COc1ccc(S(=O)(=O)N(C)CC(=O)Nc2ccccc2SC)cc1,-13,119,1,80,79,-6%,13,119,2%
Cc1ccc(-c2[nH]n3c(=O)c4c(nc3c2C)CCCC4)cc1,18,75,-16,56,72,-20%,-18,75,-6%
COCc1cc(Sc2ccc(Br)cc2)nc(-c2ccccc2)n1,-6,199,·,·,·,1%,6,199,-13%
Nc1cc(C(=O)OCC(=O)NCc2ccco2)ccc1Cl,-12,186,10,115,105,-26%,12,186,39%
COc1ccc(CCN2C(=O)C3C4CC(C5C(C(N)=O)=NOC45)C3C2=O)cc1OC (stereo not given),·,·,-3,87,89,-15%,·,·,12%
Cc1cccc2cc(COC(=O)c3ccco3)c(=O)[nH]c12,15,84,8,92,84,17%,-15,84,-4%
COc1ccc(Cl)cc1S(=O)(=O)N1CCN(C(=O)c2ccco2)CC1,4,152,6,100,94,-63%,-4,152,-11%
Cc1ccc(S(=O)(=O)NC(CN2CCOCC2)=NCCNS(=O)(=O)c2ccccc2)cc1,5,125,0,99,99,-57%,-5,125,4%
CCOC(=O)C1CCCN(S(=O)(=O)c2ccc(Br)c(OC)c2)C1 (stereo not given),-32,128,12,85,73,-36%,32,128,1%
CCn1nnnc1-c1ccc(OC)c(S(=O)(=O)N2CCCCC2)c1,-14,87,8,88,80,-3%,14,87,2%
CCOC(=O)c1c(-c2ccccc2)c(C(C)=O)c(=O)n(C)c1C,3,164,12,94,82,7%,-3,164,-1%
Cc1cc(C(F)(F)F)n(-c2nc(C(=O)NNS(=O)(=O)c3ccccc3)cs2)n1,2,79,8,89,81,3%,-2,79,5%
Cc1cc(C)nc(SC2=CS(=O)(=O)c3ccccc32)n1,7,111,-1,6,6,-11%,-7,111,-2%
Cc1ccc(-c2cc(C(=O)NCC3CCCO3)no2)cc1 (stereo not given),2,150,6,93,87,-6%,-2,150,-10%
O=C1c2ccccc2C(=O)N1Cc1nc2ccccc2c(=O)n1CCN1CCOCC1,-7,137,10,105,95,·,7,137,·
CCN(CC)C(=O)CN(C#N)c1nc(OC)nc(N(C)C)n1,·,·,-3,95,98,-6%,·,·,0%
CCOc1cc(C(=S)N2CCOCC2)ccc1OS(=O)(=O)c1ccc(NC(C)=O)cc1,-14,130,·,·,·,-37%,14,130,0%
Cc1cc(C(=O)O)c(C)n1-c1ccccc1,-27,143,·,·,·,10%,27,143,-1%
COc1ccc(C(C)=O)cc1COC(=O)c1cc(C)oc1C,-8,111,14,93,79,-22%,8,111,3%
COc1ccccc1N(CN1CCCC1=O)C(=O)COc1ccccc1,7,142,3,84,81,7%,-7,142,2%
O=C(Nc1ccc(N2CCCC2)c(Cl)c1)c1cccnc1,10,94,-11,60,72,·,-10,94,·
Cc1cccc(Oc2cnn(C(C)(C)C)c(=O)c2Cl)c1,-12,125,-2,97,99,·,12,125,·
CCOC(=O)N1CCN(c2c(NCCCOC(C)C)c(=O)c2=O)CC1,·,·,14,97,84,-14%,·,·,-2%
Cc1cc(C)n(-c2nc3c(c(=O)n(C)c(=O)n3C)n2CC(O)COc2ccccc2C)n1 (stereo not given),-10,112,8,95,87,·,10,112,·
CCCc1cn(S(=O)(=O)c2ccc(OC)cc2OC)nc1N,-15,85,14,81,67,8%,15,85,-4%
CN(C(=S)NC(=O)c1ccccc1Br)C1CCCCC1,-9,168,·,·,·,7%,9,168,6%
COc1ccc(-c2nnc3sc(C4CCCCC4)nn23)cc1OC,-4,117,10,73,62,-107%,4,117,53%
COCCn1c(SCC(=O)OC(C)C)nnc1-c1ccccc1,-3,145,0,91,91,-1%,3,145,-1%
O=C(Nc1ccc2oc(-c3ccncc3)nc2c1)c1ccccc1F,2,108,9,86,78,6%,-2,108,-45%

# Not a retest: entries from further up.
SMILES,IL1B NFkB inh,IL1B NFkB inh cell count 2 µM,MRP resist rev,MRP resist rev cytotoxicity,MRP resist rev with doxorubicin,PLAP inhibitors HTS,NFkB transloc pot,NFkB transloc pot cell count 2 µM,Bcl-B TR3 displacers
O=C1c2ccccc2C(=O)N1Cc1nc2ccccc2c(=O)n1CCN1CCOCC1,-7,137,10,105,95,·,7,137,·
CCN(CC)C(=O)CN(C#N)c1nc(OC)nc(N(C)C)n1,·,·,-3,95,98,-6%,·,·,0%
CCOc1cc(C(=S)N2CCOCC2)ccc1OS(=O)(=O)c1ccc(NC(C)=O)cc1,-14,130,·,·,·,-37%,14,130,0%
Cc1cc(C(=O)O)c(C)n1-c1ccccc1,-27,143,·,·,·,10%,27,143,-1%
COc1ccc(C(C)=O)cc1COC(=O)c1cc(C)oc1C,-8,111,14,93,79,-22%,8,111,3%
COc1ccccc1N(CN1CCCC1=O)C(=O)COc1ccccc1,7,142,3,84,81,7%,-7,142,2%
O=C(Nc1ccc(N2CCCC2)c(Cl)c1)c1cccnc1,10,94,-11,60,72,·,-10,94,·
Cc1cccc(Oc2cnn(C(C)(C)C)c(=O)c2Cl)c1,-12,125,-2,97,99,·,12,125,·
CCOC(=O)N1CCN(c2c(NCCCOC(C)C)c(=O)c2=O)CC1,·,·,14,97,84,-14%,·,·,-2%
Cc1cc(C)n(-c2nc3c(c(=O)n(C)c(=O)n3C)n2CC(O)COc2ccccc2C)n1 (stereo not given),-10,112,8,95,87,·,10,112,·
CCCc1cn(S(=O)(=O)c2ccc(OC)cc2OC)nc1N,-15,85,14,81,67,8%,15,85,-4%
CN(C(=S)NC(=O)c1ccccc1Br)C1CCCCC1,-9,168,·,·,·,7%,9,168,6%

# Further results:
SMILES,IL1B NFkB inh,IL1B NFkB inh cell count 2 µM,MRP resist rev,MRP resist rev cytotoxicity,MRP resist rev with doxorubicin,PLAP inhibitors HTS,NFkB transloc pot,NFkB transloc pot cell count 2 µM,Bcl-B TR3 displacers
CCCC1=C(C(=O)OCC)C(c2ccc(NC(C)=O)cc2)NC(=O)N1 (stereo not given),-7,150,12,91,80,11%,7,150,-6%
CN(C)S(=O)(=O)c1ccc(Nc2ccc(-c3ccc4c(c3)OCCO4)nn2)cc1,4,158,2,65,63,5%,-4,158,-10%
COc1ccc(C(=O)CN2CCN(c3ccc(F)cc3)CC2)cc1OC,-5,120,-8,85,93,-4%,5,120,-4%
O=C(Nc1ccon1)c1csc2c1CCCC2,11,105,1,72,72,16%,-11,105,0%
CCc1nnc(NC(=O)c2cccc(S(=O)(=O)N3CC(c4ccccc4)CC3=O)c2)s1 (stereo not given),-7,164,3,91,88,-3%,7,164,22%
COC(=O)c1sc(N)c(C(=O)OC)c1COC(=O)c1c(C)noc1C,-8,87,-38,19,57,-36%,8,87,-82%
COc1cccc(NC(=O)CCCn2c(=O)[nH]c3ccccc3c2=O)c1,-2,94,7,82,75,-3%,2,94,-3%
O=C1CCCN1CCC1CCN(C2CC(=O)N(c3ccc(F)cc3)C2=O)CC1 (stereo not given),-18,128,13,99,86,-1%,18,128,-7%
CCN(CC)CCN(C)Cc1ccc(Br)cc1,-35,175,-10,68,78,-48%,35,175,-3%
CCC(C)NC(=O)N[C@@H](CCSC)C(=O)O (stereo not given in full),-5,124,2,80,78,9%,5,124,2%
O=C(CN(c1ccc(F)cc1)S(=O)(=O)c1ccc2c(c1)OCCO2)NCc1ccncc1,·,·,20,102,82,-12%,·,·,-16%
Cc1ccc(/C=C2\SC(=S)N(CC(=O)Nc3ncc(Cc4ccccc4Cl)s3)C2=O)cc1,10,176,·,·,·,6%,-10,176,-60%
Cc1ccc(-c2nc3c(=O)n(C)c4ccccc4c3o2)cc1,3,74,·,·,·,-8%,-3,74,6%
Cc1cc(C)c(NC(=O)CS(=O)CC(=O)N2CCN(c3ccc(F)cc3)CC2)c(C)c1 (stereo not given),15,110,-17,93,110,-49%,-15,110,8%
O=C(NC1CCS(=O)(=O)C1)N1CCCCC1 (stereo not given),-18,144,-4,101,105,7%,19,144,-6%
CCNS(=O)(=O)c1cc(Br)ccc1OC,-6,159,5,107,102,-11%,6,159,-1%
O=S(=O)(Cc1ccccc1)c1ccccc1-c1nnc(-c2ccccc2)o1,-19,132,·,·,·,-2%,19,132,0%
CCCCOc1ccccc1Cn1c(=O)oc2ccccc21,5,131,13,80,66,1%,-5,131,0%
CCOc1cc2c(cc1OCC)C(C(=O)O)C(c1cc(OC)c(OC)c(OC)c1)N(C)C2=O (stereo not given),-35,134,4,85,81,-23%,35,134,-4%
